Kir21 block: Kir2.1 (mouse) channel inhibition. P35561. HEK293-Kir2.1, FluxOR thallium flux fluorescence; stronger effect = lower value. B-score at 10 µM. hit rate 0.85% among 310,000;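 active = fluorescence ratio B-score at or below minus 3 SD of library scores, with starting-brightness B-score within 2 SD, cut at about -4.2 in these data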;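 note: channel flux triggered by added potassium and thallium sulfate stimulus; B-score of peak minus minimum fluorescence over baseline after thallium stimulus; more negative B-score means stronger Kir2.1 block with less thallium influx; some compounds called inactive have numbers as strong as hits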
Target sequence (P35561 whole entry, looked up): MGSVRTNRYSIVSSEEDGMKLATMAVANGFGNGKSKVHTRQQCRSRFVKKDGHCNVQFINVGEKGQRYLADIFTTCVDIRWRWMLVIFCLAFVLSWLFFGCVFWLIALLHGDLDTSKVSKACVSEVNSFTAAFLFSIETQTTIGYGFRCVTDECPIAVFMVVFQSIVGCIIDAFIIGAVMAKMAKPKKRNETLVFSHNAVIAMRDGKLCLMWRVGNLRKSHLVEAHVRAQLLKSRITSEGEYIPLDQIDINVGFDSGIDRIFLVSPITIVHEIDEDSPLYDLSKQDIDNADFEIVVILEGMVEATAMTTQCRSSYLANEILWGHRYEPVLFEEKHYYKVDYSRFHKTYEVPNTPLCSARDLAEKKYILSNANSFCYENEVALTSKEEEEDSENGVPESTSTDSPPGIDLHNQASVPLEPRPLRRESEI
KCNQ2 block: KCNQ2 potassium channel inhibitors, primary screen, cell-based, CHO-K1, FluxOR thallium flux, B-score (AID 2156); O88943; 20 min; stronger effect = lower value; B-score at 10 µM; hit rate 1.1% among 310,000;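 active = fluorescence ratio B-score at most minus 3 library SDs, with starting brightness B-score within 2 library SDs, cut at about -5.5 in these data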
* marks the source's active call; other numbers are inactive results; i = inactive.

Kir21 block	KCNQ2 block	Molecule
0	i	CCCCOC(=O)c1ccc(NC(=O)c2c(OC)cccc2OC)cc1
1.4	i	COc1ccc(C(C(=O)NC2CCCCC2)N(CC2CCCO2)C(=O)C2COc3ccccc3O2)cc1OC (stereo not given)
0.03	i	C=CCNC(=O)C1CC(=O)N(c2ccc(C)cc2)C1 (stereo not given)
0.56	i	C=CCNC(=O)C1CC(=O)N(c2ccc(OCC(=O)Nc3ccccc3)cc2)C1 (stereo not given)
-0.59	i	COc1cc(/C=C2\CC/C(=C\c3ccc(OCCO)c(OC)c3)C2=O)ccc1OCCO
0.45	i	c1ccc(NCc2nc(-c3ccccc3)no2)cc1
1.9	i	COc1ccc(CSCC(=O)N/N=C/c2ccccc2O)cc1
1.1	i	COc1cccc(C(=O)NN2C(=S)N(c3ccccc3)C(=O)C2CC(N)=O)c1 (stereo not given)
-0.93	i	O=C(O)c1oc2ccccc2c1CN1CCN(c2ccccc2)CC1
0.17	i	COc1ccc(NS(=O)(=O)c2ccc3nc(COc4cccc5ccccc45)[nH]c3c2)cc1
-1.6	i	O=C(CSc1nc(-c2ccc(F)cc2)nc2ccc(F)cc12)Nc1cccc(C(=O)O)c1
1.7	i	COc1ccc(NC(=O)C2CCCN(S(=O)(=O)c3cccs3)C2)cc1OC (stereo not given)
0.8	i	Clc1ccccc1N1CCN(Cc2ccco2)CC1
1	i	O=C(Nc1ccc(F)cc1)N1CCN(C(=O)C2CCCO2)CC1 (stereo not given)
0.52	i	Cc1ccc(S(=O)(=O)c2c(N)n(C)c3nc4ccccc4nc23)cc1
-1.1	i	O=C1c2ccccc2C(=O)N1CC(=O)N1c2ccccc2Sc2ccccc21
0.04	i	CCc1ccc(NC(=O)C(NS(=O)(=O)c2ccc3c(c2)CCN3C(C)=O)C(C)C)cc1 (stereo not given)
0.08	i	C[n+]1cccc(O)c1SCc1ccccc1
0.98	i	CCOC(=O)c1c(C)n(C)c2ccc(OC)c(NS(=O)(=O)CC)c12
-0.08	i	COc1cc(C=O)ccc1Oc1nc(Nc2ccc(F)cc2F)nc(N2CCOCC2)n1

Continued.
Kir21 block	KCNQ2 block	Molecule
0.06	i	COCCNC(=S)NNc1ccccc1[N+](=O)[O-]
-1.7	i	Cc1ccc(N2CCN(c3ccc(C)cc3)C2c2cccnc2)cc1
-0.41	i	COC(=O)c1ccccc1NC(=O)COc1ccc2c(c1)OCO2
0.85	i	CC[C@H](C)[C@H](NC(N)=O)C(=O)Nc1ccccc1F
0.4	i	O=C(Cc1ccc(Cl)cc1Cl)Nc1cccc(S(=O)(=O)Nc2ccccc2F)c1
-0.08	i	O=C(CCN1C(=O)/C(=C\c2cccs2)SC1=S)NC1=NCCS1
0.59	i	Cc1ccn(CCC(=O)O)n1
-1.1	i	Cc1nc(-c2ccc(Cl)cc2)sc1C1(C)CC(c2ccccc2Br)=NO1 (stereo not given)
-0.93	i	CC(C)CNC(=O)COc1ccc(Sc2ccc(OCC(=O)NCC(C)C)cc2)cc1
0.44	i	Cc1ccccc1NC(=S)N(CCN(C)C)C(C)c1ccco1 (stereo not given)
0.51	i	CCC(C)NC(=O)CN1C(=O)NC2NC(=O)NC21 (stereo not given)
0.31	i	COC(=O)CC(=O)CSc1nc2c(cc1C#N)CCCCC2
-0.97	i	CN(C)/C=C/C(=O)c1ccc(Cl)c([N+](=O)[O-])c1
0.8	-6.5*	O=C(COc1ccc(Br)cc1)N1CCc2ccccc2C1
-2.7	i	COc1ccccc1C(C)NCC(=O)Nc1ccccc1C(F)(F)F (stereo not given)
0.11	i	COCCNC(=O)c1ccccc1NC(=O)Nc1ccccc1
-4.8*	i	CN(C)CCCNc1cc(C(C)(C)C)nc2c(-c3ccccc3)cnn12
0.03	i	Nc1nc(-c2ccc(Cl)cc2)nn1C(=O)c1cccs1
-0.92	i	COCc1cc(=O)n2[nH]c(-c3cccs3)cc2n1
0.37	i	O=C(Nc1ccncc1)Nc1ccc(Cl)cc1

Following part:
Kir21 block	KCNQ2 block	Molecule
-0.29	i	O=C(NCc1ccccn1)C1Nc2ccc(OC(F)(F)F)cc2C2C=CCC12 (stereo not given)
-2.5	i	O=C(Cc1ccccc1)NCCCc1ccccc1
1.5	i	COCc1nnc(NC(=O)c2cc(OC)c(OC)cc2[N+](=O)[O-])s1
1.9	i	CCNc1nc2nc3ccc(C)cn3c(=O)c2cc1C(=O)NCC1CCCO1 (stereo not given)
2.1	i	CCCCCCC1CCC(C(=O)N2CCOCC2)CC1 (stereo not given)
-0.38	i	Cc1cc(C)cc(N(C(=O)c2ccc3c(c2)OCO3)C2C=CS(=O)(=O)C2)c1 (stereo not given)
0.89	i	CCCCNC(=O)N1CCN(c2ncccn2)CC1
1.3	i	COCCNC(=O)C(c1ccc(Cl)cc1)N(C(=O)Cn1nnc2ccccc21)c1cccnc1 (stereo not given)
0.27	i	COC(=O)CSc1nnc(CCc2nc3ccccc3[nH]2)n1C
0.2	i	COc1ccc(C(=O)COC(=O)C(CCCCN2C(=O)C3C4C=CC(C4)C3C2=O)N2C(=O)C3C4C=CC(C4)C3C2=O)cc1 (stereo not given)
0.08	i	O=C(NN=C(Cc1ccccc1)Cc1ccccc1)c1ccccc1F
1.6	i	Cc1ccc(-n2c(SCC(=O)N(C)C3CCS(=O)(=O)C3)nc3ccccc3c2=O)cc1 (stereo not given)
0.96	i	CCN(Cc1ccncc1)C(=S)Nc1c(C)cccc1C
0.52	i	Cc1ccc(N2C(=O)[C@@H]3C(c4cccnc4)=NO[C@@H]3C2=O)cc1
-0.64	i	CC1CCCC(NC(=O)c2ccc3snnc3c2)C1C (stereo not given)
-0.89	i	Cc1cccc(NC(=O)CCNS(=O)(=O)c2ccc(Cl)cc2)c1
0.05	i	CCOc1ccc(S(=O)(=O)N2CCN(CC(O)COc3cccc([N+](=O)[O-])c3)CC2)cc1 (stereo not given)
0.77	i	CCCCNC(=O)c1onc(CSc2ccc(C)c(C)c2)c1C(=O)O
-1.4	i	CCOC(=O)/C(=N\Nc1ccccc1)P(=O)(c1ccccc1)c1ccccc1
0.15	i	NC(=O)c1ccc(Oc2ccc(Cl)c3ccccc23)c([N+](=O)[O-])c1

Exported with each value named: three of the compounds above.
CN(C)/C=C/C(=O)c1ccc(Cl)c([N+](=O)[O-])c1
  Kir21 block = -0.97; KCNQ2 block = i

Cc1cc(C)cc(N(C(=O)c2ccc3c(c2)OCO3)C2C=CS(=O)(=O)C2)c1 (stereo not given)
  Kir21 block = -0.38; KCNQ2 block = i

CCCCOC(=O)c1ccc(NC(=O)c2c(OC)cccc2OC)cc1
  Kir21 block = 0; KCNQ2 block = i

(list continues)
Kir21 block	KCNQ2 block	Molecule
0	i	COC(=O)c1cc(S(=O)(=O)N2CCCC(C)C2)c[nH]1 (stereo not given)
0.01	i	COc1ccc(CN2CCNC(=O)C2CC(=O)NCC2CCOCC2)cc1C (stereo not given)
-0.57	i	O=C(Nc1ccc2c(c1)OCO2)C1CCN(S(=O)(=O)c2ccc3c(c2)OCCO3)CC1
-13*	i	CCOc1cc(CNCCO)cc(Br)c1OCc1cccs1
-0.14	i	CCSc1nc2sc3c(c2c(=O)n1-c1ccccc1C)CCN(C)C3
-1.1	i	CSc1ccc(/C=C/C(=O)Nc2ccccc2)cc1
-1.8	i	Cc1cc(C2C(C#N)=C(N)OC3=C2C(=O)CC(C)(C)C3)c(C)s1 (stereo not given)
-1.5	i	CCc1ccc(OCC(=O)N/N=C(\C)c2ccc(O)cc2O)cc1
-0.05	i	CC(CN1CCN(C)CC1)OC(=O)c1cccc(F)c1 (stereo not given)
0	i	Cc1ccc(-n2c(COc3ccccc3)n[nH]c2=S)cc1
-0.16	i	Cc1ccc(NC(=O)c2nc[nH]c2C(=O)NCC(=O)OC(C)(C)C)cc1
-0.23	i	COC(=O)c1ccccc1S(=O)(=O)N(Cc1cc2cc3c(cc2[nH]c1=O)OCO3)C1CCCCC1
-0.32	i	O=C(Cn1cnc2c(nnn2Cc2ccc(F)cc2)c1=O)OCc1ccccc1
-0.92	i	O=C(c1cc2cc(F)ccc2[nH]1)N1CCN(c2cccc(Cl)c2)CC1
-0.75	i	CC(C)(C)C1CCC(OC(=O)CCC(=O)Nc2ccccc2)CC1 (stereo not given)
-4.4*	i	CC(C(=O)NCCCc1ccccc1)c1ccc([N+](=O)[O-])cc1 (stereo not given)
0.57	i	COc1ccc(Nc2nc(C)cc(=O)[nH]2)cc1
-0.74	i	CCOc1ccc(/C=C/C(=O)OCC(=O)c2ccccc2OC)cc1OC
1.2	i	CCOC(=O)c1cn(-c2ccc(F)c(F)c2)c2c(F)c(F)c(F)c(F)c2c1=O
-0.62	i	Cn1c(CCNS(=O)(=O)c2ccccc2)nnc1SCc1cccnc1

The list continues:
Kir21 block	KCNQ2 block	Molecule
-3.3	i	Cc1cccc(NC(=S)NCc2ccc3c(c2)OCO3)c1
-0.05	-6.7*	CCn1c(=O)c([N+](=O)[O-])c(Cl)c2ccccc21
0.12	i	CN(C)CC(CCCCC(CN(C)C)C(=O)c1ccccc1)C(=O)c1ccccc1 (stereo not given)
-0.9	i	CCc1cc(C(=O)Nc2ccc(C)cc2Br)cs1
0.02	i	O=C1CCN(CCc2ccccc2)CCN1[C@H](COc1ccccc1)c1ccccc1
-0.95	i	C=CCSc1nnc(Cc2cc(=O)[nH]c(=O)[nH]2)n1-c1cc(C)ccc1C
-1.5	i	CCC(=O)c1c[nH]c(C(=O)NCc2ccccc2OC)c1
-0.05	i	Cc1nc2ccccc2cc1C(=O)NCc1ccco1
-0.77	i	COCc1nc(-c2ccc(-c3ccc(C)cc3)nc2OC)no1
-0.14	i	Cc1ccc(-n2c(SCC(=O)Nc3ccc(C(=O)O)cc3)nnc2-c2ccncc2)cc1
1.2	i	CCCc1nc2scc(-c3ccc(C)cc3)c2c(=O)n1N
0.02	i	CC(C)(C)NC(=O)CSc1nncn1NCc1c(Cl)cccc1Cl
-0.36	i	Cc1ccccc1C(=O)NC1CCN(CC(=O)N2CCCCC2C)CC1 (stereo not given)
0.47	i	O=P(O)(O)C(O)C(F)(F)C(F)(F)C(F)(F)C(F)F (stereo not given)
0.89	i	CCS(=O)(=O)N1Cc2ccccc2CC1C(=O)Nc1ccc(OC)c(OC)c1 (stereo not given)
-0.71	i	O=C(Nc1ccc(N2CCOCC2)c(Cl)c1)c1ncn[nH]1
1.2	i	Cc1cc(=O)oc2cc(OCC(=O)OCC(=O)NCc3ccc4c(c3)OCO4)ccc12
1.4	i	Cn1nnnc1SCC(=O)NC(=O)c1cccc([N+](=O)[O-])c1
0.89	i	O=c1[nH]c(NCCO)nnc1Cc1ccc(Cl)cc1
-1.1	i	Cc1[nH]c2ccccc2c1/C=N/Nc1nc2ccccc2[nH]1

Complete entries, looked up by structure. Values in the order: Kir21 block	KCNQ2 block
Shown for O=P(O)(O)C(O)C(F)(F)C(F)(F)C(F)(F)C(F)F (stereo not given) = 0.47	i
Shown for Cc1nc2ccccc2cc1C(=O)NCc1ccco1 = -0.05	i
Shown for CC(C)(C)NC(=O)CSc1nncn1NCc1c(Cl)cccc1Cl = 0.02	i
Shown for O=C(Nc1ccc(N2CCOCC2)c(Cl)c1)c1ncn[nH]1 = -0.71	i
Shown for Cn1nnnc1SCC(=O)NC(=O)c1cccc([N+](=O)[O-])c1 = 1.4	i

New compounds follow:
Kir21 block	KCNQ2 block	Molecule
-1.3	i	Cc1ccc(-c2nc(N)sc2CC(=O)OCC(=O)NCCC(C)C)cc1
1.2	i	CCCCC(CC)CNC(=O)CCCCn1c(=O)[nH]c2ccsc2c1=O (stereo not given)
-2.1	i	COc1ccccc1NC(=O)COC(=O)c1cnc(C)cn1
-1.1	i	O=S(=O)(N1CCCCC1)N1CCN(c2ccc(F)cc2)CC1
-0.94	i	COc1ccc(S(=O)(=O)Cc2ccc(C(=O)NCc3ccc(C)cc3)o2)cc1
0.86	i	CN(C)/C=N/c1cc(=O)n(C)c(=O)n1Cc1ccccc1
1.5	i	COCCN(C(=O)CCC(=O)Nc1cc(C)on1)C(C(=O)NC1CCCC1)c1ccc(C(C)C)cc1 (stereo not given)
0.21	i	O=C(COC(=O)Cc1ccsc1)NCc1ccccc1
0.32	i	COCCNC(=S)Nc1cc(OC)c(OC)cc1C#N
-0.44	i	Cc1nnc(SCc2ccccc2)n1N
-0.81	i	COc1ccc(NC(=O)CCCCCn2nnc3ccccc3c2=O)cc1OC
3.6	i	O=C(COC(=O)c1cccc2ccccc12)NCC1CCCO1 (stereo not given)
-0.56	i	Cc1ccc(OCC(O)CN2CCN(c3ccc(C)cc3)CC2)cc1 (stereo not given)
-0.01	i	Cc1cc(Sc2nnc(N)s2)c2ccccc2n1
-1	i	Cc1nc2ccccc2n1C(=O)c1ccc(Cl)cc1[N+](=O)[O-]
-0.35	i	CCn1c(Cc2ccccc2)nnc1SCC(=O)Nc1ccccc1N1CCOCC1
0.23	i	CCCOc1ccc(-c2cn3ccccc3n2)cc1
1.7	i	COc1cc(NC(=S)N2CCN(C)CC2)c(OC)cc1Cl

Of the compounds above, 4 have a tert-butyl group:
Kir21 block	KCNQ2 block	Molecule
-4.8*	i	CN(C)CCCNc1cc(C(C)(C)C)nc2c(-c3ccccc3)cnn12
-0.16	i	Cc1ccc(NC(=O)c2nc[nH]c2C(=O)NCC(=O)OC(C)(C)C)cc1
-0.75	i	CC(C)(C)C1CCC(OC(=O)CCC(=O)Nc2ccccc2)CC1 (stereo not given)
0.02	i	CC(C)(C)NC(=O)CSc1nncn1NCc1c(Cl)cccc1Cl
